# Compound activity as filed in PubChem BioAssay.
# GPR151 activators – GPR151 activators, triplicate retest, confirmation, cell-based, PathHunter beta-arrestin, luminescence, set 2 (AID 1508608); GPR151 PathHunter beta-arrestin cells, luminescence, 90 min; hits give high values; 100% = signal from added EA reagent; activation, % at 11.2 µM; hit rate 0.9% among 2,300;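 active = mean activation across replicates above 26.72%, the hit cutoff set for this confirmation screen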;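 also: 0% = plate median of compound wells and 100% = EA reagent high control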
# GPR119 beta-arrestin – off-target GPR119 activation – cell-based, PathHunter beta-arrestin, luminescence, set 2, counter-screen for GPR151 activator project, confirmation (AID 1508607); GPR119 PathHunter beta-arrestin cells, luminescence, 90 min; hits give high values; activation, % at 11.2 µM; hit rate 0.9% among 2,300;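 active = mean percent activation across replicates above the counterscreen hit cutoff of 9.17%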;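 also: 0% = median of sample wells and 100% = wells given EA reagent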
# Active calls of the source: *.
structure,GPR119 beta-arrestin,GPR151 activators
COc1cc2[nH]c(=S)nc(NCc3ccco3)c2cc1OC,-1.1,-4.8
CCC1CN(CC(=O)NCCc2nc3ccccc3c(=O)[nH]2)Cc2cc(OC)ccc2O1 (stereo unspecified),1.8,5.2
O=C(O)/C=C\C(=O)N1CCN(c2nc(-c3ccccc3)c3cc([N+](=O)[O-])ccc3n2)CC1,-3.2,-2.1
CCOC(=O)c1cc2c(c(CSc3nc4ccccc4c(=O)n3Cc3ccc4c(c3)OCO4)c1)OCOC2,0.7,0.1
CCC(NS(=O)(=O)c1ccc(Cl)c([N+](=O)[O-])c1)C12CC3CC(CC(C3)C1)C2 (stereo unspecified),5.8,11
C/C(=N/N1CCN(Cc2ccccc2Cl)CC1)c1ccc(O)cc1,0.8,-2.6
C/C(=N\NC(=O)Cc1c(C)[nH][nH]c1=O)c1ccncc1,-3.6,-8.2
COc1cc(/C=N/NC(=O)CNC(=O)c2ccccc2Cl)ccc1O,-4.8,16
Cc1cc(NC(=O)C(=O)Nc2ccc3nc4n(c(=O)c3c2)CCCCC4)no1,1.9,-0.7
COc1ccc(/C=C2\N=C(c3ccc(OC)cc3Br)OC2=O)cc1,-1.5,-7.3
Cc1cc2nc3s/c(=C\c4ccc(OC(=O)N5CCOCC5)cc4)c(=O)n3c2cc1C,-4.3,-1.9
CCN(C(=O)c1cnc2sccn2c1=O)c1cccc(C)c1,-1.6,2.4
O=C(O)c1cc([N+](=O)[O-])ccc1C(=O)Nc1cccc2ccccc12,-0.8,-0.6
COc1ccc(C)cc1NC(=O)C(NS(=O)(=O)c1ccc2nc(C)sc2c1)C(C)C (stereo unspecified),1.2,-1.8
Cc1ccc(NC(=O)c2ccccc2F)c(Br)c1,-6.8,-2.8

# Record cards, from the list above. Order of screens: GPR119 beta-arrestin	GPR151 activators
# C/C(=N\NC(=O)Cc1c(C)[nH][nH]c1=O)c1ccncc1 across the screens: -3.6	-8.2
# CCOC(=O)c1cc2c(c(CSc3nc4ccccc4c(=O)n3Cc3ccc4c(c3)OCO4)c1)OCOC2 across the screens: 0.7	0.1
# Cc1cc2nc3s/c(=C\c4ccc(OC(=O)N5CCOCC5)cc4)c(=O)n3c2cc1C across the screens: -4.3	-1.9
# O=C(O)/C=C\C(=O)N1CCN(c2nc(-c3ccccc3)c3cc([N+](=O)[O-])ccc3n2)CC1 across the screens: -3.2	-2.1
# CCC1CN(CC(=O)NCCc2nc3ccccc3c(=O)[nH]2)Cc2cc(OC)ccc2O1 (stereo unspecified) across the screens: 1.8	5.2

# Next part.
structure,GPR119 beta-arrestin,GPR151 activators
CCC(C)(C)C1CCC2(CC1)NC(=O)c1ccccc1O2 (stereo unspecified),-3.2,1.4
COc1cccc(-c2nc(C=Nc3cccc(F)c3)c(O)o2)c1,0.4,0.9
COC(=O)C1(C(F)(F)F)N=C2C=C(C)C=CN2C(c2ccc(C)cc2)=N1 (stereo unspecified),-0.4,3.1
Cc1ncc(CO)c2cc(-c3nc4ccccc4[nH]3)c(=O)oc12,2.4,2.1
C=CCNC(=O)c1cccc(NS(=O)(=O)c2ccc(Cl)cc2)c1,4.4,6.4
COC(=O)CCCC(=O)N1CCc2c(C(=O)NCCC(C)C)c(OC)cc(=O)n2CC1,-0.5,-4.0
Cc1cc(C)c2c3n(nc2n1)C(=O)NC(C(F)(F)F)(C(F)(F)F)N3,-2.0,5.7
O=C(COc1ccccc1[N+](=O)[O-])N/N=C/c1ccc(Br)cc1,0.1,0.0
CCN(CC)S(=O)(=O)c1ccc(C(=O)Nc2nc3ccc([N+](=O)[O-])cc3s2)cc1,0.0,2.6
CN(CC(F)(F)C(F)F)S(=O)C12CC3CC(CC(C3)C1)C2 (stereo unspecified),-0.8,-1.6
O=C(NCCc1ccc(Cl)cc1)c1ccc[nH]c1=S,0.5,-3.7
COc1ccc(NC(=O)Cn2c(=O)n(Cc3ccco3)c(=O)c3ccccc32)cc1,3.5,2.7
CSC1=NSC2=NC(=O)/C(=C\c3ccc([N+](=O)[O-])cc3)C(=N)N12,1.6,-5.5
O=c1cnnc(SCc2ccc(C(F)(F)F)cc2)[nH]1,-3.9,3.3
O=C(CSc1ccc(-c2ccco2)nn1)NCC1CCCO1 (stereo unspecified),-2.1,-4.5
Cc1ccccc1Nc1nc(-c2cccnc2)nc2ccccc12,-4.2,-8.3
CC(=O)c1cc(C(C)C)c(OC(=O)NC2(C(F)(F)F)Oc3ccc(Cl)cc3O2)cc1C (stereo unspecified),-4.4,-9.2
O=C(C[n+]1ccccc1)N/N=C/C(Br)=C/c1ccccc1,-4.5,-5.8
O=C(Cn1c(=O)[nH]c2ccsc2c1=O)NC1CCCCCCC1,5.0,2.2
Cn1c(=O)oc2cc(S(=O)(=O)N3CCCC(C(=O)N4CCOCC4)C3)ccc21 (stereo unspecified),-1.0,11
Cc1ccccc1Cn1c(=N)n(CC(=O)c2ccco2)c2ccccc21,-0.8,-1.4
COC(=O)C1=NNC2(C)C(=O)N(c3ccccc3C)C(=O)C12 (stereo unspecified),1.5,6.3
Cc1cc(NC(=O)c2cnn3c(C(F)(F)F)cc(-c4ccccc4)nc23)ccc1N1C(=O)c2ccc(Cl)cc2C1=O,4.8,4.8
CSc1ccc(/C=N/NC(=O)C[n+]2ccccc2)cc1,-0.9,8.6
COC(=O)CCCNC(=O)CC1C(=O)NCCN1C/C=C/c1ccccc1OC (stereo unspecified),2.3,0.1
Nc1cccc(C(=O)N/N=C/c2cc(Br)ccc2O)c1,-2.7,0.5
COc1cc(C2CC(=O)N3CN(C)CSC3=C2C#N)cc(OC)c1OC (stereo unspecified),-3.4,-3.3
O=C1CC(=O)Nc2cc(S(=O)(=O)Nc3ccc(C(F)(F)F)cc3)ccc2N1,0.8,-1.5
O=C(O)/C=C/C(=O)Nc1ccc(Sc2ccc([N+](=O)[O-])cc2)cc1,-1.2,-3.1
Cc1nc2n(n1)C(c1ccc(Cl)cc1)C=C(c1ccc(Cl)cc1)N2 (stereo unspecified),-0.1,3.9
COc1ccccc1/C=C1\N=C(c2ccc(Cl)cc2Cl)OC1=O,-2.5,-3.4
O=C(c1ccc(Br)c(S(=O)(=O)N2CCCCC2)c1)N1CCCCC1,0.9,5.1
CCOC(=O)c1c(NC(=O)c2ccc(Cl)cc2Cl)sc(C(=O)Nc2ccccc2F)c1C,-1.3,-10
O=C(NCCN1CCOCC1)c1cc(-c2ccccn2)nc2ccccc12,5.9,7.1
CCOC(=O)C1=C(C)NC2=C(C(=O)CC(c3cccs3)C2)C1c1ccc(O)c(OC)c1 (stereo unspecified),1.3,-1.9
CC1CCN(Cc2nnnn2CC(=O)NCCc2cnn(-c3ccccc3)c2)CC1,1.4,0.2
COC(=O)C1=C(C)N(CC(C)C)C(=O)/C1=C\c1ccccc1[N+](=O)[O-],2.2,3.9
CC(=O)c1cccc(NC(=O)NC2CC(=O)N(C3CCCC3)C2)c1 (stereo unspecified),-2.8,-0.5
c1cncc(-c2noc(C34CC5CC(CC(C5)C3)C4)n2)c1,-2.8,-2.0
O=C(NCc1ccco1)c1ccc2ccccc2c1,1.9,-1.7
CCN(CC)C(=O)CSc1nnc(-c2cccnc2)n1-c1ccc(C)cc1C,0.1,5.8
CCOC(=O)c1oc2ccccc2c1NC(=O)c1ccc(S(=O)(=O)N(C)C2CCCCC2)cc1,3.2,0.0
COCCNC(=O)/C(C#N)=C/C=C/c1ccccc1,-2.2,-0.2
Cc1c(NC(=O)c2cc(F)cc(F)c2)c(=O)n(-c2ccccc2)n1C,-3.9,-11
CCN(c1ccccc1)c1ncnc2c1cnn2-c1ccc(Cl)cc1,2.9,5.9

# Given field by field: part of the list above.
CC1CCN(Cc2nnnn2CC(=O)NCCc2cnn(-c3ccccc3)c2)CC1
  GPR119 beta-arrestin = 1.4	GPR151 activators = 0.2

CCN(CC)C(=O)CSc1nnc(-c2cccnc2)n1-c1ccc(C)cc1C
  GPR119 beta-arrestin = 0.1	GPR151 activators = 5.8

O=C(NCCN1CCOCC1)c1cc(-c2ccccn2)nc2ccccc12
  GPR119 beta-arrestin = 5.9	GPR151 activators = 7.1

# Carrying on.
structure,GPR119 beta-arrestin,GPR151 activators
Cc1c(C(=O)Nc2cc(Sc3ccc(F)cc3)cc([N+](=O)[O-])c2)sc2ncn(Cc3ccccc3F)c(=O)c12,-2.3,-3.6
Cc1nc(SCC(=O)c2ccc(C(=O)CSc3nc(C)c(C)c(C)c3C#N)cc2)c(C#N)c(C)c1C,-2.6,2.1
CCC(=O)N/C(=N\c1nc(C)cc(C)n1)Nc1ccc(C)cc1,-2.0,-0.7
COC(=O)c1c(NC(=O)c2cccs2)sc(C)c1C,-0.7,-0.7
CCOC(=O)c1cnc2cc(C(F)(F)F)ccc2c1NCCCN1CCN(CC)CC1,2.3,-1.6
COc1cc(/C(C)=N/NC(=O)c2nnn(-c3nonc3N)c2-c2ccccc2)ccc1O,-3.3,-1.7
CCc1nnc(NS(=O)(=O)c2ccc(NC(=O)c3ccccc3O)cc2)s1,3.2,3.9
O=C1c2ccccc2C(Nc2ccccc2)N1c1cccnc1 (stereo unspecified),-2.5,-6.6
CC1CCN(c2c(NCC3CCC(C(=O)Nc4cccc(Cl)c4)CC3)c(=O)c2=O)CC1 (stereo unspecified),1.0,4.3
Cc1ccc2nc(NC(=O)C34CC5CC(C3)CC(n3cnc([N+](=O)[O-])n3)(C5)C4)sc2c1,7.0,7.5
COc1ccc(C(=O)OCCN(C)C2=NS(=O)(=O)c3ccccc32)cc1OC,-0.7,4.1
Cc1nn(CC(=O)Nc2ccc3nc4n(c(=O)c3c2)CCCC4)c(C)c1[N+](=O)[O-],1.2,3.1
O=C(c1cccc(S(=O)(=O)N2CCOCC2)c1)N1CCCc2ccccc21,-5.3,-4.6
COc1cccc(-c2nc(C=Nc3cccc(C(F)(F)F)c3)c(O)o2)c1,-0.5,0.5
O=S(=O)(NCCC12CC3CC(CC(C3)C1)C2)c1cccc2nsnc12,0.9,6.7
COC(=O)C1=CN(CC2CCCO2)C=C(C(=O)OC)C1c1cccc(F)c1 (stereo unspecified),-0.3,13
COc1ccc(-n2cnnn2)c([N+](=O)[O-])c1,-1.7,-0.8
CCOC(=O)c1c(NC(=O)COc2ccccc2[N+](=O)[O-])sc(C)c1C,-2.1,-6.7
CCOc1ccccc1CNCc1c(C(=O)O)c(C)n(Cc2cccc(Cl)c2)c1C,-3.2,-4.7
NS(=O)(=O)c1ccc(CCNC(=S)NCc2ccco2)cc1,1.0,-5.5
CCC1Sc2cc(S(=O)(=O)CCC(=O)NCc3ccc(C)cc3)ccc2NC1=O (stereo unspecified),0.7,-0.2
N/C(=N\OC(=O)c1ccccc1[N+](=O)[O-])c1ccc(Cl)cc1,3.6,-1.7
O=c1/c(=C\c2ccccc2Cl)sc2nc3ccccc3n12,-0.2,-1.4
O=C(Nc1ccc2oc(-c3ccc(Br)cc3)nc2c1)c1ccc(-c2ccc(Cl)cc2)o1,3.5,9.7
COc1cc(-c2cc(N)n(S(=O)(=O)c3cccc4nsnc34)n2)cc(OC)c1OC,-4.2,-2.7
CCC(C)NC(=O)CNC(=O)Cn1cnc2ccccc2c1=O (stereo unspecified),1.4,-1.1
CCOc1ccc(/C=N/NC(=O)c2ccccc2OC(C)C)cc1O,-2.2,-4.5
N#Cc1c(-c2ccc(Br)cc2)nc2n(c1=O)CCS2,3.8,2.2
COC(=O)C(NC(=O)c1cccc(Cl)c1)(Nc1ccc(Cl)cn1)C(F)(F)F (stereo unspecified),0.7,13
COc1cc(C2=N/C(=C\c3cccc(F)c3)C(=O)O2)cc(OC)c1OC,-0.7,0.4
CC1CC(C)(C)NC(=S)N1CC(=O)N1CCN(Cc2ccc3c(c2)OCO3)CC1 (stereo unspecified),-1.1,3.4
O=C(CCCCCn1c(=S)[nH]c2cc3c(cc2c1=O)OCO3)NCc1cccnc1,-2.9,4.9

# Some of the compounds tested, so the mix of outcomes need not match the whole.
